Screening results from PubChem BioAssay.
D2 agonist: D2 dopamine receptor (human) agonism | AID 485358 | 340,000 compounds, 0.53% hits | activation, % at 2 µM | HEK293 T-REx D2 cells, calcium flux agonist mode | P14416;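 active = activation over 3 SD above normal in the single-dose calcium agonist read, cut at about 30% in these data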; note: 0% is about no effect
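Tetracycline-induced HEK293 Trex cells with D2 receptor force-coupled to calcium signaling, plated overnight at 30 C and loaded with no-wash calcium dye. Calcium flux read kinetically for 180 s after compound addition; responses flag agonists.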
USP1 inh: USP1/UAF1 (human) deubiquitinase inhibition; recombinant USP1/UAF1, Ub-Rhodamine cleavage fluorescence; O94782; Potency, µM (top dose mostly 57.1 µM), inactives show top-dose activity change, negative = inhibition, usual class: inhibitors; 390,000 compounds, 0.23% hits; note: potency is the fitted concentration of half-maximal effect; % is set by controls: 0 for no effect and ±100 for the full control effect; nearly all actives have a fitted effect of over 60% in size; inactives centre near -12
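In this screen, compounds sit with the deubiquitinase complex (1nM) for 15 min at room temperature before Ub-Rho is added at 150nM final. Fluorescence rise is then followed for 6 reads every 60 seconds.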
D2 antag: antagonizes the human D2 dopamine receptor; P14416; HEK293 TREx D2 cells, calcium flux, dopamine EC80; inhibition, % at 10 µM; 340,000 compounds, 2% hits; AID 485344; in the data active = inhibition above about 30%; note: 0% is about no effect
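Compounds are added to dye-loaded, induced HEK293 T-REx cells coupled to calcium release via D2; after a 3 min kinetic read an EC80 dopamine stimulus is given and fluorescence is recorded for 3 more min.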
TRHR agonist: TRH receptor (human) agonism; TRHR cells, calcium flux fluo-8, FDSS agonist mode; activation, % at 2 µM; 360,000 compounds, 0.18% hits; P34981; in the data active = activation above about 30%; note: 0% is about no effect
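TRHR-expressing cells loaded with fluo-8 calcium dye; 23 nL library compound pin-transferred, kinetic FDSS fluorescence (Ex 480/Em 530) recorded about 180 s for agonist-induced calcium release, before a 10 nM TRH EC20 addition for potentiator mode.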
Pin1 inhibitor: inhibitors of human Pin1 | Q13526 | Pin1 FP peptide displacement, HiFluor488, 10 min | Potency, µM (series often up to 115 µM), inactives show at the highest dose activity, negative = inhibition, actives largely listed as inhibitors | 390,000 compounds, 0.009% hits | AID 504891; active = well fitted inhibition curve with a large enough effect in the polarisation, with a control signal flat, not every such curve was filed as active; inconclusive = small, poorly fitted or top-dose-only effect, or effect the other way, or a change in a side signal; inactive = no such curve, though single readings can be large or run the other way; the % refers to the polarisation; note: potency is the fitted concentration of half-maximal effect; % is set by controls: 0 for no effect and ±100 for the full control effect
Target sequence (Q13526 whole entry, looked up): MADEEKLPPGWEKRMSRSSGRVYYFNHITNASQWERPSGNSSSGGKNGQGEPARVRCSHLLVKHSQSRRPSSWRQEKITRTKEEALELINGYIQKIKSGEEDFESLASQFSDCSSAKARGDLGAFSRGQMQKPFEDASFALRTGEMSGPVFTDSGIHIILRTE
TrxR1 inh: inhibitors of rat thioredoxin reductase 1. O89049. Potency, µM (doses to about 114 µM), without a hit: at the highest dose activity change, negative = inhibition, usual class: inhibitors. 390,000 compounds, 1% hits. recombinant rTrxR1, NADPH fluorescence consumption, selenite substrate. AID 588453; note: potency is the fitted concentration of half-maximal effect; % is set by controls: 0 for no effect and ±100 for the full control effect; nearly all actives have a fitted effect of over 65% in size
Target sequence (O89049 whole entry, looked up): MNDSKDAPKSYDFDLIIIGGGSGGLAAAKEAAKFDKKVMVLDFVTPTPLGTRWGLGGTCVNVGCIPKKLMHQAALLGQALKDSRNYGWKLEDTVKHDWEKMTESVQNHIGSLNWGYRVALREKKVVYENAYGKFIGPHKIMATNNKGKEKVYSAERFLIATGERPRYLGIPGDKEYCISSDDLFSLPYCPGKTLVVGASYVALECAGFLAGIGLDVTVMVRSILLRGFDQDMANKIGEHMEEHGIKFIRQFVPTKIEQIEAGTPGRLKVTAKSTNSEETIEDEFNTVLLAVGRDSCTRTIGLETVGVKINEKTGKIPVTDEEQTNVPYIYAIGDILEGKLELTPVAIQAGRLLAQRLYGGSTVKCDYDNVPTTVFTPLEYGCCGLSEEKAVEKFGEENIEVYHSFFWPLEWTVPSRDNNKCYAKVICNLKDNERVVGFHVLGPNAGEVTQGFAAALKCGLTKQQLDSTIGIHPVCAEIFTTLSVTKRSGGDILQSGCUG
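Rat TrxR1 (90 nM in the dispensed reagent) was pre-reduced with 400 uM NADPH for 5 min at room temperature, then incubated with compound for 15 min. After 400 uM selenite was added, NADPH fluorescence (Ex 340/Em 450 nm) was followed for 8 min.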
TrxR1 substrate: substrates of rat thioredoxin reductase 1 | purified TrxR1 substrate turnover, NADPH consumption readout | 390,000 compounds, 0.01% hits | O89049 | Potency, µM (top dose mostly 114 µM), for the others: at the top dose activity change, negative = substrate turnover | AID 588456; note: potency is the fitted concentration of half-maximal effect; % is set by controls: 0 for no effect and ±100 for the full control effect; nearly all actives have a fitted effect of over 50% in size
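Rat TrxR1, dispensed at 90 nM, was prereduced with 400 uM NADPH (final) for 5 min at ~22 deg C, then incubated with compound 15 min before 400 uM selenite. A first-read NADPH fluorescence drop versus no-compound background flagged substrates.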
TRHR PAM: allosteric enhancers of human TRH receptor; enhancement, % at 2 µM; 360,000 compounds, 0.66% hits; P34981; TRHR cells, fluo-8 calcium fluorescence, EC20 TRH enhancement; in the data active = enhancement above about 30%; note: 0% is about no effect
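TRHR-expressing cells loaded with fluo-8 calcium dye were read kinetically (ex 480/em 530) during compound addition, then stimulated with an EC20 of TRH (10 nM final). Enhancement of the Gq-mediated intracellular calcium response was scored.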
IDH1 R132H inh: blocks human mutant IDH1 R132H enzyme | O75874 | IDH1-R132H enzyme, NADPH consumption, diaphorase/resazurin fluorescence | Potency, µM (doses to about 76.6 µM), for inactives: top-dose activity change, negative = inhibition, most hits filed as inhibitors | 390,000 compounds, 0.093% hits; note: potency is the fitted concentration of half-maximal effect; % is set by controls: 0 for no effect and ±100 for the full control effect; nearly all actives have a fitted effect of over 65% in size
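IDH1-R132H (0.5 ug/mL dispensed) in pH 7.5 Tris buffer was preincubated 30 min with compound, then given a substrate mix of 0.016 mM NADPH and 2 mM alpha-KG for 80 min at room temperature; remaining NADPH was read by diaphorase/resazurin fluorescence.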
The depositor's hits bear a star; ? = inconclusive; . = not tested or not shown; [ ] = dose if it differs, or a comment. Unless noted, calls come from the whole dose curve; as a rule, active = well fitted inhibition curve with a large enough effect; inconclusive = small, poorly fitted or top-dose-only effect; inactive = no such curve, though single readings can be large or run the other way. Not all compounds are listed, so the mix of outcomes need not match the whole.

SMILES	D2 agonist	USP1 inh	D2 antag	TRHR agonist	Pin1 inhibitor	TrxR1 inh	TrxR1 substrate	TRHR PAM	IDH1 R132H inh
COc1ccc(-c2c[nH]c(=O)[nH]c2=O)cc1OC	0.2	-9.0%	-7.7	0.9	-2.3%	14.5%[57.1 µM]	-4.9%[57.1 µM]	-2.8	5.9%
CN(C[C@H](Cc1ccccc1)N(C[C@H](Cc1cccc2ccccc12)N(CCc1ccccc1)N=O)N=O)N=O	0.9	?	18.8	-0.2	12.2%	-1.2%	7.4%	-2.3	3.2%
CCOCc1cc(C)[nH]c(=O)c1C#N	2.2	-13.8%	-20.4	-0.4	-6.9%	16.5%[57.1 µM]	78.1%[activator][57.1 µM]	-4.2	1.9%
CC(C)[C@H](NC(=O)c1ccc(Cl)c([N+](=O)[O-])c1)C(=O)NCc1ccc(Cl)cc1Cl	0.9	-13.4%	-5.6	0.7	-5.0%	-6.4%	-11.4%	-5.0	3.5%
O=C(NC1CCS(=O)(=O)C1)Oc1ccccc1 (configuration not stated)	0.5	-8.7%	12.3	1.3	-3.4%	5.9%[57.1 µM]	-10.8%	7.0	0.9%
COc1ccc(-c2csc(Nc3ccc(C)cn3)n2)cc1OC	-0.3	-23.0%	10.5	0.1	-0.9%	-23.2%	-11.0%	3.2	-1.8%
O=C(Nc1ccccc1[N+](=O)[O-])c1ccc(S(=O)(=O)N2CCCC2)cc1	-0.7	-12.5%	-0.5	0.1	-20.7%	11.6%	0.4%	0.2	-4.0%
Cc1ccc(C)c(N2CCN(C3=C(c4ccccc4)C(=O)c4ccccc43)CC2)c1	-1.3	-17.6%	.	-0.2	2.7%	4.4%	-5.4%	-6.1	-8.4%
CC1=NN(/C(=N\c2nnc(C)s2)Nc2ccccc2)[C@H](c2ccc(C)cc2)S1	.	-15.5%	.	0.6	-1.2%	-10.0%	-2.5%	-0.5	11.8%
Cc1cc(OCCCCOc2ccc(S(N)(=O)=O)c(C)c2)ccc1S(N)(=O)=O	0.4	-6.9%	1.9	-0.4	-3.3%	12.5%	-0.3%	-1.2	3.8%
CCOc1ccc(/C=N/NC(=O)c2[nH]ncc2Br)c(O)c1	0.1	-4.6%	-1.8	0.8	3.3%	4.5%	0.3%	24.9	13.8%
CNc1c(NS(=O)(=O)c2ccc(Cl)s2)c(=O)oc2ccccc12	-0.1	-5.2%	4.9	1.0	3.1%	6.2%[57.1 µM]	5.7%[0.0914 µM]	-6.5	0.3%
O=C(N/N=C/c1ccc(O)cc1O)/C(=C/c1ccccc1)CCO	-0.9	-14.3%	6.6	0.3	2.7%	-5.3%	-7.3%	4.0	-3.5%
CCCCN1C(=N)N([C@@H](C)CN2CCC[C@H]2CN2C(N)=NC[C@H]2CC(C)C)C[C@H]1Cc1ccccc1	.	-1.9%	.	.	-1.9%	-6.9%	2.7%	.	-6.0%
CCN1CCN(C(CNS(=O)(=O)c2ccc(OC)cc2)c2cccnc2)CC1 (configuration not stated)	0.1	-5.4%	-13.5	0.4	5.5%	-0.4%[57.1 µM]	0.5%[57.1 µM]	5.4	17.6%
COCCNC(=O)c1onc(CSc2ccc(C(C)C)cc2)c1C(=O)O	1.1	-14.9%	19.1	-0.1	0.5%	11.3%	10.4%	2.0	11.1%
CCOc1ccccc1OCC(=O)Nc1ccc(OC)c(S(=O)(=O)N2CCCCC2)c1	0.0	-25.4%	15.5	0.3	-5.0%	7.5%	-3.1%	1.4	3.2%
O=C(CCCCCN1C(=O)c2ccccc2C1=O)Nc1ccccc1F	-0.2	-31.0%	12.4	-0.6	3.5%	-22.7%	?	-0.8	-2.0%
O=C(Cc1ccc(NC(=O)C2CCN(C(=O)C3CCCC3)CC2)cc1)Nc1cccc(C(=O)N2CCCCC2)c1	.	?	.	.	-1.6%	18.4%	4.6%	.	-6.3%
CC(=O)N1c2ccc(S(=O)(=O)N3CCC(C(=O)Nc4cc(C)cc(C)c4)CC3)cc2CC1C (configuration not stated)	-1.8	-15.5%	70.6*	2.0	1.9%	22.3%[57.1 µM]	-12.8%[57.1 µM]	-13.1	0.0%
Cc1ccc(Cl)cc1NC(=O)c1ccc(-c2nc(CSc3ccccc3)c(C)o2)cc1	1.9	-19.2%	.	1.6	21.9%	31.6%	12.8%	1.7	-1.4%
Cc1ccc(NC(=S)N2CCC(c3nc4ccccc4s3)CC2)cc1C	-0.7	34.1%[activator]	-5.7	1.0	17.6%	-11.2%	-3.4%	3.9	6.3%

3 compounds out of the list above, ordered by the number in D2 antag, ascending.
smiles,USP1 inh,D2 antag,TRHR agonist,Pin1 inhibitor,TrxR1 inh,TrxR1 substrate,TRHR PAM,IDH1 R132H inh
CC(C)[C@H](NC(=O)c1ccc(Cl)c([N+](=O)[O-])c1)C(=O)NCc1ccc(Cl)cc1Cl,-13.4%,-5.6,0.7,-5.0%,-6.4%,-11.4%,-5.0,3.5%
CCOc1ccccc1OCC(=O)Nc1ccc(OC)c(S(=O)(=O)N2CCCCC2)c1,-25.4%,15.5,0.3,-5.0%,7.5%,-3.1%,1.4,3.2%
CC(=O)N1c2ccc(S(=O)(=O)N3CCC(C(=O)Nc4cc(C)cc(C)c4)CC3)cc2CC1C (configuration not stated),-15.5%,70.6*,2.0,1.9%,22.3%[57.1 µM],-12.8%[57.1 µM],-13.1,0.0%

Of the compounds above, these contain a halogen:
SMILES	D2 agonist	USP1 inh	D2 antag	TRHR agonist	Pin1 inhibitor	TrxR1 inh	TrxR1 substrate	TRHR PAM	IDH1 R132H inh
CC(C)[C@H](NC(=O)c1ccc(Cl)c([N+](=O)[O-])c1)C(=O)NCc1ccc(Cl)cc1Cl	0.9	-13.4%	-5.6	0.7	-5.0%	-6.4%	-11.4%	-5.0	3.5%
CCOc1ccc(/C=N/NC(=O)c2[nH]ncc2Br)c(O)c1	0.1	-4.6%	-1.8	0.8	3.3%	4.5%	0.3%	24.9	13.8%
CNc1c(NS(=O)(=O)c2ccc(Cl)s2)c(=O)oc2ccccc12	-0.1	-5.2%	4.9	1.0	3.1%	6.2%[57.1 µM]	5.7%[0.0914 µM]	-6.5	0.3%
O=C(CCCCCN1C(=O)c2ccccc2C1=O)Nc1ccccc1F	-0.2	-31.0%	12.4	-0.6	3.5%	-22.7%	?	-0.8	-2.0%
Cc1ccc(Cl)cc1NC(=O)c1ccc(-c2nc(CSc3ccccc3)c(C)o2)cc1	1.9	-19.2%	.	1.6	21.9%	31.6%	12.8%	1.7	-1.4%
